Source: PubChem
Kir21 block: inhibitors of mouse Kir2.1 inward-rectifier potassium channel; Inward rectifier potassium channel 2 (Mus musculus), P35561; HEK293-Kir2.1, FluxOR thallium flux fluorescence; stronger effect = lower value; B-score at 10 µM; hit rate 0.85% among 310,000; AID 1672, 2009;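 active = fluorescence ratio B-score at or below minus 3 SD of library scores, with starting-brightness B-score within 2 SD, cut at about -4.2 in these data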;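 also: channel flux triggered by added potassium and thallium sulfate stimulus; B-score of peak minus minimum fluorescence over baseline after thallium stimulus; more negative B-score means stronger Kir2.1 block with less thallium influx; some compounds called inactive have numbers as strong as hits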
Target sequence (P35561 whole entry, looked up): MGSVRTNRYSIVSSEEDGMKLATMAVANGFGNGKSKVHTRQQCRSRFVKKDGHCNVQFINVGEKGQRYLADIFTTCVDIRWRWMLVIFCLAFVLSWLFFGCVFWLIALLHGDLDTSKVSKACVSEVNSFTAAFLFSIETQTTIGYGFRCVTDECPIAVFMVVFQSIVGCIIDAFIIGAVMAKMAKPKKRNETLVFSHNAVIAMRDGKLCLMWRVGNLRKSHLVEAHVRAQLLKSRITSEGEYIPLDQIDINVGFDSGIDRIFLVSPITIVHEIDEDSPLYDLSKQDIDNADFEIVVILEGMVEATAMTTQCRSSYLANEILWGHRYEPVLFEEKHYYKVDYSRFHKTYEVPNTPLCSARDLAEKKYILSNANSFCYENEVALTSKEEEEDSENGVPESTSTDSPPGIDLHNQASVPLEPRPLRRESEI
STK33 inh: inhibitors of purified STK33 kinase, primary screen, biochemical, ADP-Glo luminescence, homogeneous, cell-free | Serine/threonine-protein kinase 33 (Homo sapiens), Q9BYT3 | hit rate 0.073% among 320,000 | inhibition, % at 10 µM | MBP phosphorylation;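 active = inhibition at or above 25%, using the most active replicate where run in duplicate; inactive = inhibition below 25%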
Target sequence (Q9BYT3 whole entry, looked up): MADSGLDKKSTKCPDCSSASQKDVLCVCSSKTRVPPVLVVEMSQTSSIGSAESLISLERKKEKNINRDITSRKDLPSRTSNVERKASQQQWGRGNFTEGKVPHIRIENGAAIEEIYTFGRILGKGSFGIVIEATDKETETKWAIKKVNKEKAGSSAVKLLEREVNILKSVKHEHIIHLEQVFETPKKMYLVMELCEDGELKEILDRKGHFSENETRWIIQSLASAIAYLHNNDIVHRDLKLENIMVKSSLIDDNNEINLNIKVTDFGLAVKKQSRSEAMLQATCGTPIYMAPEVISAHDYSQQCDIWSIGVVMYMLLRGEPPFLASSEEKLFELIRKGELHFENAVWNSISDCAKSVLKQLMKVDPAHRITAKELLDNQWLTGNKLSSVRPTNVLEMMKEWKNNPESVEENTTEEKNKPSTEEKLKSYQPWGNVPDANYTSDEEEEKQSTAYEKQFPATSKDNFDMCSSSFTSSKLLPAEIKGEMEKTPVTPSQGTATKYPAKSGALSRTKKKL
Starred values were filed as active, the others as inactive; . = not tested or not shown.

no.	molecule	STK33 inh	Kir21 block
1	CC(=O)Nc1nc(C)c(-c2csc(Nc3cccc(C(C)=O)c3)n2)s1	1.6	-0.65
2	O=C(OC1CCOC1=O)c1ccc(Cl)c(S(=O)(=O)N2CCCCC2)c1 (stereo not given)	.	1.2
3	COCCn1c(SCC(=O)Nc2ccccc2OC)nc2ccccc2c1=O	-2.3	-0.32
4	COc1ccccc1Oc1ccc2c(c1)C(=O)N(CC1CCCO1)C2=O (stereo not given)	-1.6	-0.67
5	CCN(C(=O)COC(=O)C1CCN(S(=O)(=O)c2ccc3c(c2)OCCO3)CC1)C1CCCCC1	1.4	0.78
6	CCOc1ccc(NC(=O)c2ccc3[nH]c(=O)c(=O)[nH]c3c2)cc1	-1.2	0.2
7	CC1CN(C(=O)c2cccc(S(=O)(=O)N3CCN(c4ccccc4)CC3)c2)CC(C)O1 (stereo not given)	-0.1	.
8	CC(=O)c1cccc(Nc2c([N+](=O)[O-])c(=O)oc3ccccc23)c1	-2.4	-1.4
9	CS(=O)(=O)N1CCCC(C(=O)NCCc2ccccc2)C1 (stereo not given)	-2.3	0.28
10	O=C(Nc1ccccc1Cl)c1ccc2nsnc2c1	1.3	-0.57
11	Oc1c(Br)cc(Br)cc1CNc1cccc2cccnc12	0.5	1.3
12	O=C(NCc1ccc(F)cc1)C1CCCN1C(=O)NCc1ccccc1 (stereo not given)	-1.1	-2.6
13	Cc1ccccc1N1CC(C(=O)Nc2nnc(SCCC3OCCO3)s2)CC1=O (stereo not given)	0.8	0.95
14	Cc1cccc(N(CC(=O)NC2CCCCC2)C(=O)c2ccc(C)s2)c1	1.5	3
15	COc1ccc(/C=N/NC(=O)c2ccc(COc3cccc4cccnc34)cc2)cc1O	-2.0	-0.13
16	COc1ccc2c(c1)c(CC(=O)OC(C)C(=O)N(C)C)c(C)n2C(=O)c1ccc(Cl)cc1 (stereo not given)	-0.1	0.57
17	COc1ccc(C(=O)N2CCCc3ccccc32)cc1	1.4	-0.26
18	CC(=O)Nc1ccc(Oc2sc(C(=O)c3ccccc3)c(N)c2C#N)cc1	-0.1	-0.36
19	COc1ccc(C2C(C(=O)/C=C/c3ccco3)=C(O)C(=O)N2CCN2CCOCC2)cc1 (stereo not given)	0.7	1.2
20	COc1ccc(C(C)=O)cc1CSc1nncn1-c1ccccc1	0.0	-1.1
21	CN(C)S(=O)(=O)c1ccc2c(c1)nc(CCC(=O)NCCc1ccc(Cl)cc1)n2C	0.0	-0.67
22	Cc1cc(C)nc(N(C#N)Cc2ccc([N+](=O)[O-])cc2)n1	0.5	-0.85
23	CCc1cc(SC#N)cc(C)c1N	-1.1	-1.5
24	CC1CCC(NC(=O)Nc2cccs2)CC1 (stereo not given)	-1.1	-1.9
25	Cc1cccc(C)c1NC(=O)CNC(=O)c1c(C)nn(-c2ccccc2)c1Cl	.	-2
26	CC1(C)Cc2c(sc3[nH]c(=O)n(CC(=O)NCC4CCCO4)c(=O)c23)CO1 (stereo not given)	-0.7	2.4
27	CCOC(=O)C(=O)Nc1ccccc1C(N)=O	-2.2	-0.75
28	O=C(CN1C(=O)NC2(CCCC2)C1=O)N1CCN(Cc2ccccc2)CC1	-1.5	1.5
29	CCOc1ccc(S(=O)(=O)N2CCc3ccccc3C2)cc1	-2.3	-0.83
30	CCCCCCSc1ccc([C@H]2N[C@@](CC(C)C)(C(=O)OC)[C@H]3C(=O)N(CC)C(=O)[C@@H]23)cc1	0.6	-0.4
31	Cc1ccc(OCC(=O)NC2CCCC2)c(C)c1	-3.4	1.4
32	COc1ccc(NC(=O)c2ccc(N3C(=O)C4CC=C(Cl)CC4C3=O)cc2)cc1 (stereo not given)	1.4	0.02
33	CCCc1nnc(SCc2ccc(OC)cc2)n1N	-0.1	-0.38
34	Cc1cc2ncc(Cl)nc2cc1C	-1.3	-0.01
35	Fc1ccc(-n2c(Cc3ccccc3)nnc2SCc2nc(-c3ccc(Cl)cc3)no2)cc1	-0.4	-2
36	Cc1ccc(CNc2nc3ccccc3n2C)cc1	1.8	-6.4*
37	O=C(CSc1nnc(COc2ccccc2)o1)N1CCCC1	0.5	0.19
38	O=C(Nc1cccnc1)c1ccccc1-c1nc(-c2ccccc2F)no1	0.8	-1.1
39	Cc1nn(-c2ccccc2)c2sc(C(=O)OC3CCOC3=O)cc12 (stereo not given)	-0.8	-0.71
40	CCOC(=O)c1sc(/N=C/c2ccc(O)cc2O)cc1C	-2.5	-1.4
41	Cc1cc(Cl)ccc1OC(C)C(=O)Nc1ccccc1N1CCOCC1 (stereo not given)	0.1	0.76
42	CC(C)c1ccc(/C=C2\Oc3c(ccc(O)c3CN3CCN(C)CC3)C2=O)cc1	6.4	-3.9
43	CC(=O)CCc1c(C)nc2ccc(C(=O)O)cc2c1Cl	-0.7	0.78
44	COc1ccc(/C=C(\C#N)C(=O)OCC(=O)Nc2ccc(C(C)(C)C)cc2)cc1	.	0.41
45	O=C(CCS(=O)(=O)c1ccccc1)Nc1ccc(S(=O)(=O)Nc2ncccn2)cc1	-1.5	-1.1
46	Cn1c(=O)[nH]c(=O)c2c1nc(N1CCCC1)n2CC(O)COc1ccccc1 (stereo not given)	0.3	-0.24
47	Clc1ccc(-c2csc(N/N=C/c3cccnc3)n2)c(Cl)c1	0.3	1.2
48	CCC(=O)c1ccc(OCCSc2ncccn2)cc1	0.1	2.1
49	O=C(O)CNC(=O)c1ccccc1F	0.4	0.93
50	Cc1cccc2cc(CN(Cc3nnnn3Cc3ccco3)C3CCCC3)c3nnnn3c12	-0.2	0.78
51	O=C(Nc1cn(-c2ccccc2)nc1-c1ccc(Cl)cc1)c1ccccc1	-0.8	-0.16
52	COc1ccc(OCc2cccc(C(=O)NN)c2)cc1	0.4	-0.1
53	O=c1c2ccccc2nc(-c2cccs2)n1-c1cccc2ccccc12	2.1	-2.1
54	CC(C)(C)c1ccc(CS(=O)(=O)CC2(O)CCN(C(=O)c3cccc(C(F)(F)F)c3)CC2)cc1	-2.1	0.23
55	O=C(/C=C/Nc1ccc(F)cc1)c1ccco1	0.4	-0.03
56	COC(=O)CN(C)C(=O)c1ccc(OC)c(OC2CCN(C(C)C)CC2)c1	0.0	0.47
57	CCOC(=O)N1CCN(C2CC(=O)N(c3ccc(Oc4ccccc4)cc3)C2=O)CC1 (stereo not given)	-0.2	0.94
58	CC(C)C12CN3CC(C(C)C)(CN(C1)C3c1ccccc1O)C2=O (stereo not given)	0.1	0.05
59	O=C(NCC1CC1)c1ccc(Nc2nc3ccc(Br)cc3[nH]2)cc1	18	3
60	O=C(CN1CCCCCCC1)NC(=O)NC1CCCCC1	-0.3	1.5

Additional records follow.
no.	molecule	STK33 inh	Kir21 block
61	COc1ccc(C(=O)Nc2cccc(C(C)=O)c2)cc1S(=O)(=O)N1CCOCC1	0.2	0.06
62	Cn1cc(S(=O)(=O)N2CCN(c3ccccc3F)CC2)c(=O)n(C)c1=O	-1.6	-0.56
63	Cc1cccc(-c2nc3c(c(SCC(=O)N4CCOCC4)n2)CCCC3)c1	0.3	0.33
64	O=C(Nc1cccc(-n2cnnn2)c1)c1cccnc1	-1.4	1.8
65	O=C(C1CCN(c2ncnc3c2nc2n3CCCCC2)CC1)N1CCCCC1	-0.3	1.1
66	Cc1cccc(OCc2n[nH]c(=S)o2)c1	-1.6	-0.13
67	COc1ccc(C(=O)NNC(=O)C23CC4CC(CC(C4)C2)C3)c(OC)c1	1.1	-0.8
68	O=C(Nc1ccc(Cl)cc1Cl)c1n[nH]c(Cn2cncn2)n1	0.1	1.3
69	Cc1ccc(CS(=O)(=O)CCC(=O)NCCN(C)Cc2ccccc2)cc1	-0.4	-0.67
70	Cc1ccc(NS(=O)(=O)c2ccc(NC(=O)C3CC3)cc2)c(C)c1	-0.9	-0.21
71	O=C(O)c1ccccc1Sc1ncnc2sccc12	-0.1	0.24
72	Cc1nn(Cc2ccc(Cl)cc2)c(C)c1NC(=O)CCCn1nc([N+](=O)[O-])c(Cl)c1C	-1.6	-0.11

Among those listed so far, 10 have an aryl thioether with sulfur outside any ring:
no.	molecule	STK33 inh	Kir21 block
3	COCCn1c(SCC(=O)Nc2ccccc2OC)nc2ccccc2c1=O	-2.3	-0.32
13	Cc1ccccc1N1CC(C(=O)Nc2nnc(SCCC3OCCO3)s2)CC1=O (stereo not given)	0.8	0.95
20	COc1ccc(C(C)=O)cc1CSc1nncn1-c1ccccc1	0.0	-1.1
30	CCCCCCSc1ccc([C@H]2N[C@@](CC(C)C)(C(=O)OC)[C@H]3C(=O)N(CC)C(=O)[C@@H]23)cc1	0.6	-0.4
33	CCCc1nnc(SCc2ccc(OC)cc2)n1N	-0.1	-0.38
35	Fc1ccc(-n2c(Cc3ccccc3)nnc2SCc2nc(-c3ccc(Cl)cc3)no2)cc1	-0.4	-2
37	O=C(CSc1nnc(COc2ccccc2)o1)N1CCCC1	0.5	0.19
48	CCC(=O)c1ccc(OCCSc2ncccn2)cc1	0.1	2.1
63	Cc1cccc(-c2nc3c(c(SCC(=O)N4CCOCC4)n2)CCCC3)c1	0.3	0.33
71	O=C(O)c1ccccc1Sc1ncnc2sccc12	-0.1	0.24

Further records
no.	molecule	STK33 inh	Kir21 block
73	C[C@H](NC(=O)[C@@H]1Cc2ccccc2CN1)C(=O)NC1CCCC1	0.2	-2.1
74	CCOC1=NN(c2ncc(C(F)(F)F)cc2Cl)C(=O)/C1=C/N(C)C	-1.3	-0.07
75	Cc1c(NC(=O)c2c(O)c3ccccc3n(C)c2=O)c(=O)n(-c2ccccc2)n1C	-0.3	0.57
76	Cc1cc(C)c2c(N)c(C(=O)Nc3ccc(F)cc3)sc2n1	-0.8	-0.15
77	CCN(CC(=O)N1CCCC1)S(=O)(=O)c1ccc(OC)cc1	-2.7	-0.01
78	Cc1cc(=O)oc2c(C(=O)/C=C/c3ccccc3)c(O)ccc12	0.3	2.2
79	Cc1ccc(-n2c(SCC(=O)N3CCC(C(=O)O)CC3)nc3ccccc3c2=O)cc1C	-1.2	-2.4
80	COc1cc(NC(=O)NS(=O)(=O)c2ccc(C)cc2)cc(OC)c1	0.2	0.69
81	COc1ccc(C(CNC(=O)c2cc(SC)ccc2Cl)N(C)C)cc1 (stereo not given)	-0.9	-0.85
82	CC(=O)Nc1ccc(N2CCN(C(C)=O)CC2)cc1	1.2	2.4
83	Cc1cccc(C(=O)NCCC(=O)Nc2ccc(C)c(F)c2)c1	-0.1	0.08
84	O=C1C2C3C=CC(C3)C2C(=O)N1Cc1ccccc1 (stereo not given)	-1.4	0.49
85	NC(=O)c1c(NC(=O)Cn2nc(C(=O)O)c3ccccc3c2=O)sc2c1CCC2	-0.2	-0.2
86	Cc1cc2ccccc2n2c(SCC(=O)Nc3ccc(S(=O)(=O)N4CCC(C)CC4)cc3)nnc12	1.4	0.52
87	O=C(NC1=NCCS1)c1ccc(Cl)c(S(=O)(=O)N2CCCC2)c1	0.3	-0.7
88	Cc1nc(Nc2ccc(S(N)(=O)=O)cc2)oc1C	0.1	0.24
89	CC1(C)C(=O)Nc2ccccc2N1C(=O)COC(=O)/C=C/c1ccc(OC(F)F)cc1	-0.6	0.31
90	Cc1onc(C(=O)N2CCN(C(c3ccccc3)c3ccccc3)CC2)c1[N+](=O)[O-]	1.3	0
91	CCOC(=O)Cc1csc(-n2sc3ccccc3c2=O)n1	-1.8	1
92	C=CCc1ccccc1OCC(O)CN1CCN(CCN2C(=O)c3cccc4cccc(c34)C2=O)CC1 (stereo not given)	0.5	-2.2
93	CN1CCN(CC(C)(C)NS(=O)(=O)c2ccccc2)CC1	-1.3	.
94	COc1ccccc1CNC(=O)C1=CCN(S(=O)(=O)c2ccc(C)cc2)CC1	-2.1	-0.96
95	O=C(CN1CCCCCC1)Nc1cc([N+](=O)[O-])ccc1Cl	0.6	0.01
96	CCOC(=O)c1c(-c2ccc(-c3ccccc3)cc2)csc1NC(=O)c1cccc(N2C(=O)CCC2=O)c1	-1.0	0.02
97	O=C(COC(=O)/C=C/c1ccc(OC(F)F)cc1)Nc1cccc(S(=O)(=O)N2CCCC2)c1	-1.3	-0.25
98	CCN(CC)S(=O)(=O)c1ccc(OC)c(NC(=O)c2cc([N+](=O)[O-])ccc2Cl)c1	0.5	0.65
99	CC(C)Cc1nnc(NC(=O)CSc2nc(N)cc(=O)[nH]2)s1	-1.7	0.87
100	OC(COc1ccccc1F)CN1CCC(Cc2ccccc2)CC1 (stereo not given)	-2.0	-1
101	NC(=O)C1CCN(CC(O)COc2ccc(-c3ccccc3)cc2)CC1 (stereo not given)	-0.2	-0.52
102	O=c1cc(-c2ccc(O)c(O)c2)oc2c(C3O[C@H](CO)[C@@H](O)[C@H](O)[C@H]3O)c(O)cc(O)c12 (stereo not given in full)	2.7	0.44
103	CCC(=O)N1C(Cc2ccccc2)COC1(C)C (stereo not given)	.	0.36
104	C[C@H](NC(=O)c1nc[nH]c1C(=O)N[C@@H](CCCCNC(=O)OC(C)(C)C)C(=O)OC(C)(C)C)C(=O)OC(C)(C)C	2.8	0.38
105	NC(=O)C1CCN(C(=O)c2ccc(-c3ccccc3Cl)o2)CC1	-2.4	.
106	O=C1CCCc2ccccc2N1Cc1cccc(F)c1	.	-3.4
107	Cc1sc2ncn(CC(=O)N3CCCCC3)c(=O)c2c1C	1.2	0.98
108	O=C(NCCC(=O)N1CCC2(CC1)NCCc1[nH]cnc12)c1cccc(Cl)c1	-1.0	-0.26
109	COc1ccc(N(CC(=O)NC2CCCC2)C(=O)c2ccc(C)s2)cc1OC	-1.0	0.43
110	Cc1ccc(-c2nc3ccc(NS(=O)(=O)c4ccccc4)cc3[nH]2)o1	2.6	0.1
111	CCCCC(=O)NS(=O)(=O)c1ccc(N=NN(CC)CC)cc1	-2.0	-0.48
